# Screening results (PubChem)
# DAX1 inh-1 = inhibits human nuclear receptor DAX1 | P51843 | HEK293 Gal4-DAX1 luciferase reporter, luminescence | inhibition, % at 6.75 µM | 0.99% of 340,000 active | AID 504766;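 active = inhibition above the mean over all tested compounds plus 3 SD, cut at about 4.2% in these data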;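 note: 0% = DAX1-transfected cells with DMSO and 100% = empty-vector control cells with DMSO; inhibition shows as a rise in luminescence from relieved DAX1 repression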
# Target sequence (P51843 207-470 limits assumed): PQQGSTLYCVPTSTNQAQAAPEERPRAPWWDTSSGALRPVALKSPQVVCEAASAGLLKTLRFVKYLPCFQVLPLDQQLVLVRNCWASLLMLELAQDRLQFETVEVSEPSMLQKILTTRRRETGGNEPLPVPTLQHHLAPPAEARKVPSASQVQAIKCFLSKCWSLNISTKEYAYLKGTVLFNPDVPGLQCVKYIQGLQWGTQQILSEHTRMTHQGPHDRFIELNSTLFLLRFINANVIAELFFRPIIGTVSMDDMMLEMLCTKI
# PLC-gamma1 inh = inhibitors of human phospholipase C gamma1; P19174; purified PLC-gamma1, fluorogenic substrate, fluorescence; inhibition, % at 12.2 µM; 0.84% of 370,000 active; in the data active = inhibition above about 9.5%
# ADAM10 inh = ADAM10 inhibition, QFRET primary screen | O14672 | recombinant ADAM10, EDANS/DABCYL FRET peptide cleavage, 3 h | inhibition, % at 7 µM | 0.62% of 370,000 active | AID 720582;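 active = inhibition above a per-campaign cutoff equal to the mean of compounds falling between control-based bounds plus 3 SD, cut at about 20% in these data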;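 note: 0% = DMSO wells while the 100% control is not disclosed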
# Target sequence (O14672 214-748 limits assumed): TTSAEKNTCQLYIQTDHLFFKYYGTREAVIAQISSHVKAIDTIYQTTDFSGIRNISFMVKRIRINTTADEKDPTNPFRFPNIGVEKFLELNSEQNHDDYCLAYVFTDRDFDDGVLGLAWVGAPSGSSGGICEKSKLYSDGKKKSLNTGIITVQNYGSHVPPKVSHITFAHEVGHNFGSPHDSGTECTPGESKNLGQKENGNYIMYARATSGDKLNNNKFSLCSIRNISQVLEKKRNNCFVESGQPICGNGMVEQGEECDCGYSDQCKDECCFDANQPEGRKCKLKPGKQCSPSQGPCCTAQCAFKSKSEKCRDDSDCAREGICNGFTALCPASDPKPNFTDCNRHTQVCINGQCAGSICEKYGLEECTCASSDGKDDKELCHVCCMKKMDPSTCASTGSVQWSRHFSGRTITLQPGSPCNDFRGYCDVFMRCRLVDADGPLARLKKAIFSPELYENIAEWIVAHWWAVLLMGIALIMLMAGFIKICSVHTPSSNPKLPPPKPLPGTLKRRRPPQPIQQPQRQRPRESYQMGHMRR
# hcDAF-12 act = activators of H. contortus DAF-12 nuclear receptor | HEK293 hcDAF-12 lit1-tk-luc reporter, luminescence; 0% DMSO, 100% Δ7-dafachronic acid | activation, % at 6.8 µM | 1.4% of 370,000 active;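 active = activation above the mean of all tested compounds plus 3 SD, cut at about 5.5% in these data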;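 note: 100% = response to 3 µM Δ7-dafachronic acid high control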
# PLC-beta3 inh = blocks human PLC-beta3 enzyme activity. Q01970. Purified PLC-beta3, fluorogenic substrate, fluorescence. inhibition, % at 12.2 µM. 0.18% of 370,000 active; in the data active = inhibition above about 11%;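 note: 0% = median of compound wells on plate and 100% = full blocker control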
# ADAM17 inh = inhibits human ADAM17; P78536; recombinant ADAM17, EDANS/DABCYL FRET peptide cleavage; inhibition, % at 6.95 µM; 0.83% of 370,000 active; AID 720648;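 active = inhibition above the mean of compounds lying between control limits plus 3 SD, set per campaign, cut at about 8.5% in these data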;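 note: 0% = DMSO-only wells as the low control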
# hgDAF12 agonist = agonists of H. glycines DAF-12 nuclear receptor; HEK293 GAL4-hgDAF12 UAS-luciferase reporter, agonist luminescence; normalized to butyrate control; 1.8% of 370,000 active; activation, % at 6.8 µM;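 active = activation above a cutoff set at the mean of all screened compounds plus 3 SD, cut at about 10% in these data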;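 note: 0% = DMSO wells and 100% = sodium butyrate wells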
# FXN GAA850 act = increases GAA850 frataxin promoter reporter activity. activation, % at 6 µM. 0.56% of 360,000 active. HEK293 lucGAA850 FXN promoter luciferase reporter, 24 h; percent of 10 µM SAHA response;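 active = activation above the average of all compounds screened plus 3 SD, cutoff fixed separately per campaign, cut at about 7.5% in these data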;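 note: 0% = DMSO wells and 100% = 10 µM SAHA wells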
# ssDAF-12 act = activates DAF-12 receptor from parasite S. stercoralis. HEK293 ssDAF-12/GRIP1 lit1-tk-luc reporter, luminescence; % of 3 µM dafachronic acid response. activation, % at 6.8 µM. 1% of 370,000 active. AID 652126;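 active = activation above the mean over all tested compounds plus 3 SD, cut at about 0.9% in these data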;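 note: 0% = DMSO-only wells and 100% = 3 µM delta7-dafachronic acid wells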
# DAX1 inh-2 = blocks DAX1 repression of SF-1 activated StAR promoter; 1.1% of 370,000 active; HEK293T StAR-luciferase reporter, SF-1/DAX-1 repression relief; AID 652010; inhibition, % at 6.8 µM;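 active = inhibition above the mean over all tested compounds plus 3 SD, cut at about 3.6% in these data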;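 note: 0% = DAX-1 cells with DMSO and 100% = cells lacking DAX-1 with DMSO; higher inhibition means more luminescence from relief of DAX-1 repression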
# HGIII-sPLA2 inh = Inhibits HGIII-sPLA2 liposome hydrolysis, primary screen; Q9NZ20; QFRET BODIPY PC-A2 liposome hydrolysis, fluorescence; inhibition, % at 12.2 µM; 0.56% of 370,000 active;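 active = inhibition above mean plus 3 SD of compounds lying within the high and low control bounds, cut at about 19% in these data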;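 note: 0% = median of test compound wells and 100% = no enzyme DMSO wells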
# Starred values were filed as active, the others as inactive; i = inactive; · = not tested or not shown.
# Results follow in this order: ADAM10 inh, hcDAF-12 act, FXN GAA850 act, DAX1 inh-2, PLC-gamma1 inh, ADAM17 inh, DAX1 inh-1, hgDAF12 agonist, PLC-beta3 inh, ssDAF-12 act, HGIII-sPLA2 inh
> CCOc1ncccc1C(=O)OCC(=O)Nc1nnc(-c2ccccc2)o1
 : 5, 0.3, 0.9, 0.0, -10, -4, 1.3, 0.7, -16, -1.2, 7
> CS(=O)(=O)c1ccc(NCCc2ccccn2)c([N+](=O)[O-])c1
 : -9, 2.1, 0.5, -0.1, -2, 2, 1.8, 0.9, -7, -0.2, 2
> COCCN(C(=O)COC(=O)/C=C/c1ccc2c(c1)OCO2)c1c(N)n(Cc2ccccc2)c(=O)[nH]c1=O
 : -20, 0.7, 0.3, -0.5, -9, -10, -1.7, 0.5, -13, -0.7, 5
> Cc1[nH]n(C(C)(C)C)c(=O)c1Sc1ccc(Cl)cc1
 : -9, -1.2, -2.5, -0.4, 0, -5, 1.6, 0.4, -3, -0.9, 3
> COc1ccc(C)cc1NC(C)C(=O)NC(=O)NC1CCCCC1 (centres undefined)
 : -6, -1.5, -0.6, -1.0, 2, -2, 0.3, -2.4, -2, -1.4, 0
> Cc1[nH]c2ccccc2c1C(=O)CN1C(=O)NC(C)(c2ccc(Cl)cc2Cl)C1=O (centres undefined)
 : 16, -0.3, 4.3, -0.4, 1, 7, -1.5, -5.1, 5, -1.5, -49
> Cc1ccc2c(c1)CCCN2S(=O)(=O)c1cccc(C(=O)Nc2ccccc2C(=O)O)c1
 : 9, -2.5, -1.6, 0.8, -6, 2, -0.9, -4.6, -15, -1.6, -50
> CC(=O)Nc1c(C)ccc(CNC(=O)COc2cc(C)ccc2C)c1C
 : -6, -1.5, -0.6, -0.4, 3, -3, -0.9, -0.2, 2, -1.3, 21*
> CCOc1ccc(OCC)c(NC(=O)C2CCN(S(=O)(=O)c3c(C)noc3C)CC2)c1
 : 12, 0.0, 1.1, -0.4, 6, -1, -0.3, 0.8, 1, -0.9, -4
> Cc1cc2cc3c(cc2nc1SCC(=O)O)OCCO3
 : -45, 0.7, 2.0, -0.3, 2, -11, -0.3, -1.9, -5, -0.6, 7
> CC1=C/C(=C\C=C(C#N)C#N)N(C)c2ccccc21
 : 7, -2.3, 0.9, -0.7, -12, 0, 3.4, -1.1, -20, -2.2, 4
> CCOC(=O)[C@H]1[C@H]2COc3ccc(Br)cc3[C@@H]2N2C(=O)c3cc(F)c(F)cc3NC(=O)[C@@]12C
 : 17, -2.5, -7.9, -0.7, 3, 8, -0.4, 1.0, 2, -1.0, -9
> COc1ccc(C)cc1NS(=O)(=O)c1ccc(NC(=O)CN(c2cc([N+](=O)[O-])ccc2C)S(C)(=O)=O)cc1
 : 23*, -4.6, -1.5, -4.3, 2, 9.1*, -3.2, -6.4, 5, -1.9, -54
> CCc1c(C)c2c(C)nn(-c3ccccc3)c2[nH]c1=O
 : 0, -1.5, 1.0, -0.7, 2, -3, -0.1, -0.1, -2, -0.9, -4
> C=C(C)c1ccccc1NC(=O)CCN1C(=O)c2ccccc2S1(=O)=O
 : 15, 2.6, -0.6, 0.3, 9.6*, 2, 0.0, 2.1, 1, -1.1, 2
> Cc1cc(C(=O)Nc2ccc(OCc3ccccc3)cc2)c(C)o1
 : 8, 1.0, 1.7, 0.7, -1, -1, -0.6, 10, -8, -1.1, -10
> CCOC(=O)c1ccc(NC(=S)Nc2cc(C)cc(C)n2)cc1
 : 2, -0.6, 0.0, -0.2, 3, 0, 1.4, -0.3, 3, -0.8, 1
> O=C(O)CN1C(=O)/C(=C/c2ccccc2Cl)Oc2ccccc21
 : -375, 3.5, 0.7, -0.3, i, -167, 0.0, 0.5, i, -0.2, -7
> Clc1ccc(C2Nc3ccccc3-n3cccc32)cc1 (centres undefined)
 : -73, 5.3, 4.8, -0.6, -143, -18, 0.7, 2.6, -191, 1.1*, -4
> O=C(COC(=O)CCC(=O)c1ccccc1)NNC(=O)c1ccc(Cl)cc1
 : -1, -1.6, 0.2, 0.6, -1, 1, 1.1, -1.3, -6, 0.3, -13
> COc1ccc(NC(=S)NCCCN2CCCC2)cc1
 : 5, -2.0, -0.5, 0.9, 3, 1, 0.1, -2.3, 5, -1.6, 5
> CN(C(=O)Cn1cnc([N+](=O)[O-])n1)C1CCCCC1
 : 3, -1.3, 0.9, 0.3, 9, 3, 1.0, -2.9, -4, -0.8, 3
> Cc1ccc(Cc2c(-c3ccc(Br)cc3)nc3cc(C)ccn23)cc1
 : -24, 3.6, 3.1, 7.5*, 1, -6, 3.9, 14*, -4, -0.5, -4
> O=C(CN1C(=O)NC2(CCCCC2)C1=O)Nc1ccccc1N1CCCCC1
 : -1, -0.6, 1.0, 0.3, 1, -1, -0.6, 3.9, 2, -1.4, -2
> CCCCc1cc(=O)oc2cc(C)c(CN3CCCC3)c(O)c12
 : 5, -1.7, 0.7, 0.1, -42, 0, -0.7, -1.1, -72, -1.1, 1
> CC1Cc2ccccc2N1C(=O)c1ccc(N2CCCC2)c([N+](=O)[O-])c1 (centres undefined)
 : 24*, -4.0, 2.3, -0.5, 5, 5, -2.4, -3.5, 4, -1.8, 6
> CCN1CCN(c2ccc(N3CCN(S(=O)(=O)c4ccc(C)c([N+](=O)[O-])c4)CC3)nn2)CC1
 : -12, -1.7, -1.0, -2.4, -2, -2, 0.5, 0.2, 1, -1.3, 3
> O=C(C(=O)N1CCN(S(=O)(=O)c2ccc(F)cc2)CC1)c1cccc(C(F)(F)F)c1
 : -2, -1.9, ·, -0.7, -2, -3, ·, 0.3, -2, -0.9, 3
> Cc1ccc2nc(NC(=O)CSc3nnc(C)c(=O)n3N)sc2c1
 : -9, -1.0, 2.7, -0.9, -26, -2, 0.8, 0.2, -2, -0.8, 14
> COc1ccc(NC(=O)C2=CC(c3ccc(C)cc3)=NS(=O)(=O)N2C)cc1
 : 3, 3.5, -0.1, -0.8, 1, -2, -0.1, 0.8, -7, -0.5, 7

# One compound at a time, from the list above.
# `CC1Cc2ccccc2N1C(=O)c1ccc(N2CCCC2)c([N+](=O)[O-])c1` (centres undefined) as listed: ADAM10 inh = 24*; hcDAF-12 act = -4.0; FXN GAA850 act = 2.3; DAX1 inh-2 = -0.5; PLC-gamma1 inh = 5; ADAM17 inh = 5; DAX1 inh-1 = -2.4; hgDAF12 agonist = -3.5; PLC-beta3 inh = 4; ssDAF-12 act = -1.8; HGIII-sPLA2 inh = 6
# `COc1ccc(NC(=S)NCCCN2CCCC2)cc1` as listed: ADAM10 inh = 5; hcDAF-12 act = -2.0; FXN GAA850 act = -0.5; DAX1 inh-2 = 0.9; PLC-gamma1 inh = 3; ADAM17 inh = 1; DAX1 inh-1 = 0.1; hgDAF12 agonist = -2.3; PLC-beta3 inh = 5; ssDAF-12 act = -1.6; HGIII-sPLA2 inh = 5

# (next part)
# Results follow in this order: ADAM10 inh, hcDAF-12 act, FXN GAA850 act, DAX1 inh-2, PLC-gamma1 inh, ADAM17 inh, DAX1 inh-1, hgDAF12 agonist, PLC-beta3 inh, ssDAF-12 act, HGIII-sPLA2 inh
> O=C(NCCN1CCN(c2ccccc2)CC1)Nc1cccc(Br)c1
 : 2, -2.0, 0.3, -0.4, 1, 1, -0.7, 1.1, -1, -1.3, -5
> COc1ccc(CNC(=O)C2CCCN(S(=O)(=O)N3CCC(C)CC3)C2)c(OC)c1 (centres undefined)
 : 1, -0.7, 2.5, 0.3, 4, 2, 0.3, -0.8, -4, -0.7, -1
> S=C(Nc1cccc(Cl)c1Cl)N1CCC2(CC1)OCCO2
 : -8, 2.6, 1.1, -0.4, -1, -1, 1.9, 0.8, 2, -1.0, 7
> O=C(NCC1c2ccccc2CCN1C(=O)CN1C(=O)c2ccccc2C1=O)C1CCCCC1 (centres undefined)
 : 6, 0.1, -1.2, -0.3, -3, -3, -0.6, -1.2, 1, -1.2, 5
> CCOCCn1c(=O)c2c(nc3n2CCN3c2ccc(CC)cc2)n(C)c1=O
 : 5, -1.2, 1.4, 0.2, 1, 3, -1.6, 3.2, -7, -1.3, 10
> Cc1nn(C)c(C)c1/C=C/C(=O)c1ccc(Cl)cc1Cl
 : -11, -2.6, 2.0, -2.8, -3, -5, -3.4, -5.3, -6, -2.1, -5
> O=C(CCCSCCCC(=O)NN=Cc1ccccc1)NN=Cc1ccccc1
 : -12, -2.2, -0.5, -1.0, -1, -3, 1.0, 4.1, 2, -1.0, -3
> O=C(CCS(=O)(=O)c1ccccc1)Nc1ccccc1-c1nc2ccccc2s1
 : 3, 1.1, 0.9, 0.3, -71, 5, 1.7, -0.1, -49, -0.7, 1
> Cc1c(C(=O)NCc2ccccc2C(F)(F)F)sc(=O)n1Cc1ccccc1C#N
 : -2, -0.1, -0.2, -0.1, 2, 1, ·, -5.2, 1, -1.7, 3
> CC(=O)Nc1ccc(C(=O)NCC2CCCCC2)cc1
 : -2, -0.3, 1.8, 0.1, 1, -3, 0.9, -3.6, -5, -0.8, 10
> Cc1noc(C)c1COC(=O)c1ccccc1Oc1ccccc1
 : 8, -2.5, 0.5, -0.1, -1, 0, 1.9, -1.7, 0, -1.4, 1
> CC1CCCCN1C(=O)N[C@@H](Cc1ccccc1)C(=O)O (some centres undefined)
 : -5, -2.2, -2.1, -1.0, 4, -5, -0.1, 0.1, 1, -0.7, 0
> COc1ccc(Nc2ncccc2C(=O)Nc2ccccc2)cc1
 : 10, -1.5, -1.5, -1.3, 2, 2, -0.4, 0.7, 2, -1.4, -3
> O=c1oc(CCCO)cc2ccc(C#Cc3cccnc3)cc12
 : -342, 2.1, 3.0, -0.1, -49, -114, 4.0, 8.5, -92, 0.2, 11
> COc1cccc(/C=N/Nc2nccnc2Cl)c1O
 : 2, 2.2, -8.7, -3.2, -1, 0, -7.5, 3.6, 0, -0.4, 10
> CCOc1ccc(OCCC(=O)Nc2ccc(F)cc2C)cc1
 : -1, -0.6, 0.1, 0.6, -3, -1, 3.7, -0.5, 0, -0.7, -2
> COC(=O)N/N=C/c1cn(Cc2c(Cl)cccc2Cl)c2ccccc12
 : 2, -1.5, -0.6, 0.0, 0, 2, -1.3, -2.4, -3, -1.4, -7
> COc1cccc(S(=O)(=O)Nc2ccc3c(c2)C(=O)N(C)C[C@H](OC)[C@H](C)CN(Cc2ccccc2F)[C@@H](C)CO3)c1
 : 4, -1.2, ·, 0.2, 2, 3, ·, -1.8, -70, -1.4, -18
> Cc1ccc(CC(=O)Nc2cccc([N+](=O)[O-])c2)cc1
 : 5, -1.1, 1.8, -0.3, 4, 2, 0.4, 0.7, 6, -1.7, -4
> CC(C)CN(C(=O)CSc1nnc2ccccn12)C1CCS(=O)(=O)C1 (centres undefined)
 : -6, -0.4, -1.2, -2.1, -2, -3, 1.1, 1.6, -12, -0.8, 3
> O=C(Nc1nc(-c2ccc(Cl)cc2Cl)cs1)c1ccc(OCC2CCCO2)cc1 (centres undefined)
 : -5, -2.5, -1.7, -0.2, 5, 4, -0.4, -2.2, 3, -1.4, 4
> O=C(N/N=C/c1ccc(Cl)cc1)c1ccc2c(c1)OCO2
 : -1, -0.1, -1.4, 0.2, 0, -1, -0.4, 14*, -6, -0.9, -3
> COC(=O)Cc1ccc(NC(=S)Nc2ccccn2)cc1
 : 3, -0.8, 1.5, -0.6, 2, 0, -0.5, 9.4, 4, -1.3, 8
